Hck-Nef inh = inhibitors of Nef-activated human Hck kinase, primary screen, biochemical, Z-Lyte FRET, 384-well, Hck-YEEI; Tyrosine-protein kinase HCK (Homo sapiens), P08631; Recombinant Hck-YEEI plus Nef, Z-Lyte FRET kinase assay; inhibition, % at 20 µM; 220,000 compounds, 0.68% hits;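 active = Hck-Nef kinase inhibition above about 50%, limit read from the data; inactive = inhibition below that limit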;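 note: 0% = DMSO with Hck plus Nef and 100% = Hck alone without Nef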
MDM2 E3 inh = MDM2-luciferase reporter signal enhancers, primary screen, MDM2 E3 ligase inhibitor project, cell-based, luminescence, 1536-well; cell-based MDM2 ubiquitination luciferase reporter, 2 h; 0 = plate control, 100 = twice control, blank-subtracted; 210,000 compounds, 0.11% hits; signal enhancement, % at 5 µM;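 active = signal enhancement of 30% or more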;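 note: luminescence tracks abundance of the self-degrading MDM2-luciferase fusion protein; higher signal means inhibition of MDM2 E3 ligase activity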
Target sequence (Q00987 whole entry, looked up, the tested form may be a part): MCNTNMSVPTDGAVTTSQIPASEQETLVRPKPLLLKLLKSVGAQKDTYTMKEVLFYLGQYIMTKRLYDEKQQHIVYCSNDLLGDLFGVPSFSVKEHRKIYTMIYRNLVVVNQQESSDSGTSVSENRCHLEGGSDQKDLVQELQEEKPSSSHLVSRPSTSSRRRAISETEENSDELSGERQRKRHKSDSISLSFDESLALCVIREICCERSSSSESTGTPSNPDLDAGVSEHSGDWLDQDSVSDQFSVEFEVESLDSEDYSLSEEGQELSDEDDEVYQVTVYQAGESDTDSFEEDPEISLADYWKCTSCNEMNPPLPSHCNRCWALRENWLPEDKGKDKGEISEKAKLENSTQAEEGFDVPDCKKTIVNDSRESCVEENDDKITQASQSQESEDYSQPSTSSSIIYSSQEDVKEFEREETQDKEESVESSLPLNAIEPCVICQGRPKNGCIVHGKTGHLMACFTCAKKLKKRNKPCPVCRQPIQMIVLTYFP
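test system = mammalian cells stably expressing self-ubiquitinating, self-degrading MDM2 E3–luciferase fusion | quantity = 2000 cells/well | incubation = cell settling 4 h, compound treatment 2 h, both 37 °C | signal = luminescence with SteadyLite reagent, 15 min at room temperature | evaluation = % enhancement relative to plate controls after blank subtraction | benchmarks = plate controls and plate blanks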
EBV gp42 block = Epstein-Barr virus gp42 inhibitors, primary screen, biochemical, uHTS, fluorescence polarization. Glycoprotein 42 (Epstein-Barr virus (strain AG876)), Q1HVG2. Fluorescence polarization binding assay, mP read-out. inhibition, % (tested at 21.74 µM). AID 1085, 2008. 220,000 compounds, 0.42% hits; in the data active = inhibition above about 50%
Target sequence (Q1HVG2 whole entry, looked up): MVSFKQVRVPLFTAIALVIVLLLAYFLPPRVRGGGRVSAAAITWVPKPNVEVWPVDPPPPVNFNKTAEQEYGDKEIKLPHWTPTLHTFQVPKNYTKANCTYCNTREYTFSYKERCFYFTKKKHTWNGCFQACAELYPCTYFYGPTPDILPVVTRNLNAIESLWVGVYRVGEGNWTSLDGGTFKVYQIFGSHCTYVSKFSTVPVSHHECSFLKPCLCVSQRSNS
TbHK1 inh = Trypanosoma brucei hexokinase 1 inhibitors, primary screen, biochemical, G6PDH-coupled NADH absorbance, MLSCN library; inhibition, % at 10 µM; recombinant TbHK1, G6PDH-coupled NADH A340; 220,000 compounds, 0.11% hits; AID 1430, 2008;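 active = inhibition of 50% or more in the single-dose primary screen; inactive = inhibition below 50%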
Runt-SMMHC FRET = inhibitors of RUNX1 Runt–CBFb-SMMHC binding, primary screen, biochemical, FRET, Cerulean-Runt, Venus-CBFb-SMMHC, uHTS | Cerulean-Runt/Venus-CBFb-SMMHC FRET ratio 530/480, 1 h | inhibition, % at 20 µM | 220,000 compounds, 0.74% hits;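 active = mean inhibition across duplicate retests at 20 µM reaching about 50%, limit read from the data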;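 note: 0% = DMSO wells and 100% = wells with excess untagged CBFb-SMMHC; inhibitors lower the FRET ratio by blocking Runt binding to CBFb-SMMHC; some results filed as inactive read as strong as hits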
14-3-3 Bad inh = inhibitors of 14-3-3 zeta/Bad binding, primary screen, biochemical, TR-FRET, bovine 14-3-3 zeta | TR-FRET 14-3-3zeta/Dy647-pBad peptide displacement, 1 h | 14-3-3 protein zeta/delta (Bos taurus), P63103 | 220,000 compounds, 0.71% hits | inhibition, % at 21.7 µM;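 active = inhibition above about 70%, limit read from the data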;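 note: 0% = full 14-3-3 plus peptide FRET controls and 100% = background without 14-3-3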
Target sequence (P63103 whole entry, looked up): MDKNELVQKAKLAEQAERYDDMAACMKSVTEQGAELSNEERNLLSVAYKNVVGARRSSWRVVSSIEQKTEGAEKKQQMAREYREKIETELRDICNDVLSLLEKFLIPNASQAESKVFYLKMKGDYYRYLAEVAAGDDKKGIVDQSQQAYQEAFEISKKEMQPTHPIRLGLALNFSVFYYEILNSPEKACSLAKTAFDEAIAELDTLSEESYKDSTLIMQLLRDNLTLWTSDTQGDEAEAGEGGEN
NCF1 inh = p47phox/p22phox peptide binding inhibitors, primary screen, biochemical, uHTS, NADPH oxidase regulatory subunit; AID 1274, 2008; Neutrophil cytosol factor 1 (Homo sapiens), P14598; fluorescence polarization, 2 h; inhibition, % at 24.7 µM; 220,000 compounds, 0.53% hits;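 active = inhibition above about 30%, limit read from the data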;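 note: 0% = p47phox with labelled peptide and 100% = labelled peptide alone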
zVAD death inh = inhibitors of zVAD-triggered necroptosis, primary screen, L929 cells | viability rescue, % at 10 µM | L929 zVAD necroptosis rescue, ATP luminescence, 24 h; with zVAD 60 µM | 220,000 compounds, 0.38% hits;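 active = activation, scaled between plate controls, above about 75%, limit read from the data; inactive = activation under that limit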;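 note: 0% = zVAD with DMSO and 100% = DMSO alone without zVAD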
Runt-CBFb FRET = inhibitors of RUNX1 Runt–CBFb binding, primary screen, biochemical, FRET, Cerulean-Runt, Venus-CBFb, uHTS; Cerulean-Runt/Venus-CBFb FRET ratio 530/480, 1 h; inhibition, % at 20 µM; 220,000 compounds, 0.46% hits; Runt-related transcription factor 1 (Homo sapiens) + Core-binding factor subunit beta …;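 active = inhibition over about 50% at 20 µM in the single-dose screen, limit read from the data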;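 note: 0% = DMSO wells and 100% = excess unlabeled CBFb competitor control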
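Measured by: fluorescence energy transfer, 422 nm excitation, 530/480 nm emission; test system: Cerulean-tagged RUNX1 Runt domain (FRET donor) fusion protein; buffer or medium: Tris pH 7.5 buffer with BSA; compound: one dose, 20 µM compound, 1% DMSO; times: two 1 h room-temperature incubations shielded from light; benchmarks: unlabeled CBFb 5 µM, positive control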
The depositor's hits bear a star; x = not tested or not shown; [ ] = remark or other dose.

item	Molecule	Hck-Nef inh	MDM2 E3 inh	Runt-SMMHC FRET	14-3-3 Bad inh	TbHK1 inh	EBV gp42 block	zVAD death inh	Runt-CBFb FRET	NCF1 inh
1	Cc1nc(SCC(=O)NCc2ccco2)nc(C)c1C	-1	-10	-1	-16[fluorescence artefact?]	5	-13	0.9	4	-11
2	CCCC(=O)Nc1sc(C(=O)OC)c(C)c1C(N)=O	2	-29	4	12	-1	-18	-0.2	25	-16
3	C(=C\c1ccccc1)/CSc1nnc(-c2cnccn2)n1Cc1ccco1	0	-15	6	-3	2	11	-0.3	24	-15
4	OCC1(CCOc2ccccc2)CCN(Cc2ccc3c(c2)OCCO3)CC1	19	-11	-1	2	9	-9	0.5	1	1
5	CN(C)c1ccc(N=C/C=C2\N(C)c3ccccc3C2(C)C)cc1	-3	-77	-34	-5[fluorescence artefact?]	-31	-73	0.2	-3	-92
6	Cn1c(N)cc(-c2ccc(F)cc2)c(C#N)c1=O	18	-1	2	-2	-27	4	11	2	7
7	O=C(Nc1ccccc1)c1sccc1Oc1ccc([N+](=O)[O-])cc1F	20	13	-3	-19	-7	-6	4.5	0	1
8	Cc1cccn2c(=O)c(C=O)c(N3CCCCCC3)nc12	5	-6	1	-3	-20	-17	0.0	2	3
9	CC1CN(Cc2cn(C)nc2-c2ccc(Oc3ccccc3)cc2)CCN1C (stereo not given)	24	-3	1	-11	8	-3	0.3	1	-12
10	CCOC(=O)C1C(=O)C=C(N2CCOCC2)CC1c1cccc(OC)c1 (stereo not given)	2	-12	-7	-5	-3	0	1.3	-3	-3

More compounds
item	Molecule	Hck-Nef inh	MDM2 E3 inh	Runt-SMMHC FRET	14-3-3 Bad inh	TbHK1 inh	EBV gp42 block	zVAD death inh	Runt-CBFb FRET	NCF1 inh
11	COc1ccc(C(=O)CNC2=NCCC2)cc1	-16	2	-2	-3	-1	1	4.2	-1	23
12	CNc1ncc(Cc2ccccc2)s1	4	-2	2	2[fluorescence artefact?]	1	-8	-0.3	-3	1
13	CC1=NOC(=O)/C1=C\c1ccc(-c2ccc(Cl)cc2Cl)o1	47	-10	29	62[fluorescence artefact?]	25	-7	-0.2	40	21
14	O=C(Nc1ccccc1N1CCN(C(=O)c2ccccc2)CC1)c1cc(Br)ccc1Cl	1	-10	-3	5	1	8	-0.1	0	-9
15	O=C(CN1C(=O)c2ccccc2S1(=O)=O)NCc1cccnc1	-1	-12	1	-1[fluorescence artefact?]	-9	-8	1.5	-1	-7
16	COc1nc(N(C)C)nc(N(OC)S(=O)(=O)c2ccccc2Cl)n1	-2	-7	0	12	3	-19	-0.8	-1	-6
17	CC(Cc1cccnc1)NC(=O)c1ccccc1OC1CCN(S(C)(=O)=O)CC1 (stereo not given)	22	-4	-2	-12	5	-3	20	2	4
18	OC1CCN(Cc2nc(Cc3ccccc3Cl)no2)CC1	3	-8	3	-4	1	6	-0.6	1	8
19	CN(Cc1cnccn1)Cc1cn(Cc2ccccc2)nc1-c1ccc2c(c1)OCO2	1	-23	-1	-6	-5	4	-0.7	-1	5
20	CCOC(=O)c1cc2c(=O)n3ccccc3nc2n(CC2CCCO2)c1=NC(C)=O (stereo not given)	193*	x	59*	x	-19	x	-1.3	42	x

More compounds:
item	Molecule	Hck-Nef inh	MDM2 E3 inh	Runt-SMMHC FRET	14-3-3 Bad inh	TbHK1 inh	EBV gp42 block	zVAD death inh	Runt-CBFb FRET	NCF1 inh
21	CC(C)C(c1nnnn1C1CCCC1)N1c2ccccc2CC1C (stereo not given)	1	-10	0	-24	5	13	0.8	-1	-1
22	CCOC(=O)NCc1cc(-c2nn(C)c(=O)c3ccccc23)ccc1C	7	-8	2	-6	2	-5	-0.2	0	-2
23	Cc1nn(-c2cccc(Cl)c2)c2c1C(c1ccncc1)C(C#N)=C(N)O2 (stereo not given)	0	-12	-7	-3	-3	-7	1.5	-4	-6
24	O=c1c2ccccc2cnn1-c1ccc(Cl)nn1	8	-11	-3	2	12	-14	-0.7	1	-2
25	Clc1ccc(Cl)c(Oc2ccc(Oc3nc(Cl)ccc3Cl)cc2)n1	8	-1	-2	6	5	-31	0.0	0	-1
26	Cc1ccc(C(=O)Nc2ccccc2-c2ccccc2)cc1[N+](=O)[O-]	2	-20	3	-4	1	-8	1.0	-3	-11
27	COc1ccc(OC)c(/C=N/NC(=O)c2cc3c(OC)c(OC)ccc3[nH]2)c1	3	-1	4	17[fluorescence artefact?]	7	1	2.2	-6	-3
28	O=C(O)c1ccc(N2C(=O)c3cccc(Oc4ccc(Cl)cc4)c3C2=O)cc1	6	-9	-18	-32	34	-16	0.2	-4	-4
29	Cc1ccccc1NC(=O)NCCc1ccc(Cl)cc1	-1	-15	-2	-5	3	4	1.2	-1	0
30	O=C(c1ccc(Cl)cc1)c1oc2ccccc2c1CS(=O)c1ccccc1 (stereo not given)	4	-13	10	-4	-2	-13	-0.2	16	-4

Carrying on:
item	Molecule	Hck-Nef inh	MDM2 E3 inh	Runt-SMMHC FRET	14-3-3 Bad inh	TbHK1 inh	EBV gp42 block	zVAD death inh	Runt-CBFb FRET	NCF1 inh
31	CCN(CC)CCCn1c(C)cc2c(c1=O)C(c1cccc(Cl)c1)C(C#N)=C(N)O2 (stereo not given)	3	-15	-1	-3	1	-7	-0.4	x	-12
32	Cc1ccn2cc(CCNS(=O)(=O)c3ccc([N+](=O)[O-])cc3)nc2c1	4	-11	3	0	-5	-8	-0.8	0	-3
33	CCOC(=O)C1CCCN(C(=O)c2ccc([N+](=O)[O-])cc2)C1 (stereo not given)	-2	-10	5	-5[fluorescence artefact?]	0	-2	-0.2	1	8
34	O=C(CSc1nc2ccc(Cl)cc2[nH]1)c1cccs1	6	x	-1	4	-4	-11	0.5	1	-12
35	CCCC(=O)Nc1ccccc1NC(=O)CN(C)S(=O)(=O)c1ccc(C)cc1	2	-11	-15	1	-2	-4	0.7	-1	-3
36	CC(=O)OCCn1c(C)[n+](CCOC(C)=O)c2cc(Cl)c(Cl)cc21	23	-12	7	3	-3	-37	1.8	2	-5
37	CCCN(CCC)C(=O)CC(c1ccc(F)cc1)c1ccco1 (stereo not given)	5	-17	-2	-20	-3	-20	-0.5	-5	-18
38	Cc1ccc(S(=O)(=O)NC(=O)Nc2ccc(F)cc2)cc1	11	-6	-1	-2	1	2	-1.0	1	7
39	CN(C)/C=C/C(=O)Oc1ccc(Cl)cc1Cl	-6	-9	-10	-18	-5	-3	0.0	0	-8
40	COc1ccc(-c2cc(C(=O)NC3=NCCS3)c3ccccc3n2)cc1OC	-18	-16	1	1	-16	9	6.3	-2	-17

Next part:
item	Molecule	Hck-Nef inh	MDM2 E3 inh	Runt-SMMHC FRET	14-3-3 Bad inh	TbHK1 inh	EBV gp42 block	zVAD death inh	Runt-CBFb FRET	NCF1 inh
41	Cc1ccsc1-c1nc(CSCC(=O)N2CCN(c3ccccc3)CC2)c(C)o1	8	-11	-2	3	-10	1	0.3	0	-21
42	Cc1cccc(OCCC(=O)Nc2c(C)n(C)n(-c3ccccc3)c2=O)c1	0	-15	-3	0[fluorescence artefact?]	-8	-10	-0.2	-1	-10
43	Cc1ccc(-n2c(SCC(=O)Nc3ccc4c(c3)OCO4)nnc2-c2cccs2)cc1	2	6	-2	21	-4	-3	-0.1	0	0
44	COc1ccc(NC(=O)c2ccco2)cc1NC(=O)c1cccc(OC(C)C)c1	1	-11	1	7	-3	14	7.2	-1	-7
45	O=C(NC1CCCCCCC1)c1ccc(CNc2c(N3CCOCC3)c(=O)c2=O)cc1	5	-12	-1	0	1	-4	2.1	0	-6
46	Cc1nc(NC(=O)c2ccccc2)sc1C1(C)CC(c2c(Cl)cccc2Cl)=NO1 (stereo not given)	28	8	2	-4	-17	-7	-0.3	2	-18
47	COc1ccccc1NC(=O)CN(c1ccc([N+](=O)[O-])cc1)S(=O)(=O)c1ccccc1	2	-5	2	-8[fluorescence artefact?]	-3	-15	1.3	1	9
48	COc1ccc(NC(=O)c2ccc(CNc3c(NC4CCCCC4)c(=O)c3=O)cc2)c(OC)c1	1	-12	0	4	-5	-17	-0.2	-2	12
49	CC1SCC(=O)N(CC(=O)NCc2ccccc2)C1=O (stereo not given)	1	-9	2	-6[fluorescence artefact?]	-6	0	-0.2	1	-1
50	COc1ccc(S(=O)(=O)N2CCC(C(=O)N3CCCCC3)CC2)cc1OC	0	2	-2	-4	1	-21	0.8	-1	-12

In a second layout: 3 of the compounds above.
#12 CNc1ncc(Cc2ccccc2)s1
#13 CC1=NOC(=O)/C1=C\c1ccc(-c2ccc(Cl)cc2Cl)o1
#14 O=C(Nc1ccccc1N1CCN(C(=O)c2ccccc2)CC1)c1cc(Br)ccc1Cl
entry no.,12,13,14
Hck-Nef inh,4,47,1
MDM2 E3 inh,-2,-10,-10
Runt-SMMHC FRET,2,29,-3
14-3-3 Bad inh,2[fluorescence artefact?],62[fluorescence artefact?],5
TbHK1 inh,1,25,1
EBV gp42 block,-8,-7,8
zVAD death inh,-0.3,-0.2,-0.1
Runt-CBFb FRET,-3,40,0
NCF1 inh,1,21,-9

Later entries.
item	Molecule	Hck-Nef inh	MDM2 E3 inh	Runt-SMMHC FRET	14-3-3 Bad inh	TbHK1 inh	EBV gp42 block	zVAD death inh	Runt-CBFb FRET	NCF1 inh
51	COc1ccc(C(=O)n2nc(C)c(Br)c2C)cc1	1	7	4	13	-3	-5	-0.4	16	-2
52	COc1cccc(-c2nc(CSCC(=O)NCC3CCCO3)c(C)o2)c1 (stereo not given)	1	-7	0	-9	2	-10	-0.2	-1	-2
53	CCCCCOC(=O)C1[C@H]2C(=O)N(c3ccccc3CC)C[C@]23C=C[C@H]1O3 (stereo not given in full)	1	-8	0	-11	5	-2	-0.2	-1	-5
54	O=C1c2cccc([N+](=O)[O-])c2C(=O)N1CCO	16	-10	-2	1	-12	-6	3.5	0	15
55	CCc1cccc(CC)c1NC(=O)COC(=O)c1cccc(-c2ccc(OC(C)=O)cc2)c1	1	-9	4	-2[fluorescence artefact?]	2	-8	1.4	1	1
